# Compound activity as filed in PubChem.
# CHO parental Ca = signal in parental CHO cells, OX1R antagonist counter-screen | parental CHO-K1, ATP-induced calcium, Fluo-8 fluorescence | inhibition, % at 5.6 µM | hit rate 0.63% among 330,000 | AID 463079;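 active = inhibition above that plate's mean sample inhibition plus 3 SD, cut at about 26% in these data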;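 also: 0% = ATP-challenged DMSO wells and 100% = DMSO wells without ATP; some compounds past the cut are filed as inactive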
#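 material = parental CHO cells | also added = ATP as calcium-mobilizing challenge | dosing = single point at 5.6 µM | detection = intracellular calcium via Fluo-8 no-wash fluorescent dye | read-out = % inhibition | benchmarks = low control ATP plus DMSO, high control DMSO only | repeats = one well per compound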
# OXTR ag = activates the human oxytocin receptor | activation, % at 3 µM | CHO-OTR cells, Fluo-8 calcium fluorescence; normalized: DMSO 0%, oxytocin 100% | P30559 | hit rate 0.32% among 320,000;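 active = activation above the mean of all tested compounds plus 3 SD, cutoff set per screening run, cut at about 20% in these data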;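 also: peak over basal fluorescence ratio from a 100 s FLIPR kinetic read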
# OXTR potentiator = human OXTR potentiation; P30559; CHO-OTR cells, Fluo-8 calcium fluorescence, potentiator mode; 0% = oxytocin EC15, 100% = EC100; activation, % at 3 µM; hit rate 0.061% among 320,000; AID 2445;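 active = activation above that plate's cutoff, the mean activation of tested compounds plus 3 SD, cut at about 6.6% in these data, passing the limit was not always enough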;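 also: 100% uses oxytocin at 75 nM as the full agonist control; some results filed as inactive read as strong as hits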
#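 Assay system: CHO-OTR cells, human receptor / Also added: oxytocin at about EC15, sub-maximal agonist stimulus / Dosing: single dose, 3.0 µM nominal final compound concentration / Incubation: 6 min pre-incubation, 100 s read / Technique: Fluo-8 calcium dye fluorescence / Read-out: % activation vs EC15 and EC100 oxytocin / Benchmarks: EC15 oxytocin low, 75 nM oxytocin high / Replicates: singlicate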
# M1 PAM parental = nonselective activator or artifact in parental CHO-K1 calcium assay. ATP EC20, Fluo-8 calcium fluorescence; 0% at ATP EC20, 100% at ATP max. activation, % at 3 µM. hit rate 0.02% among 360,000;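 active = activation above the run cutoff, the mean activation of all test compounds plus 3 SD, cut at about 40% in these data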;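 also: peak over basal fluorescence ratio in a 140 s read after ATP addition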
# CHO-K1 Ca antag = counter-screen for M1 antagonists: effect in parental CHO-K1 cells; inhibition, % at 3 µM; hit rate 0.6% among 360,000; AID 602250; ATP-induced calcium, Fluo-8 fluorescence;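 active = inhibition above a per-plate cutoff, the plate's mean sample inhibition plus 3 SD, cut at about 24% in these data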;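 also: 0% = DMSO plus EC80 ATP and 100% = DMSO alone without ATP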
# V1R ag counter = counter-screen for oxytocin receptor agonists: human V1a receptor agonists | CHO-V1R cells, Fluo-8 calcium fluorescence, agonist mode; 0% DMSO, 100% 3 nM vasopressin | hit rate 0.25% among 320,000 | activation, % at 3 µM | P37288;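 active = activation above the mean activation of all tested compounds plus 3 SD, per screening run, cut at about 20% in these data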;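 also: signal is peak over basal fluorescence ratio across a 100 second FLIPR read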
# Target sequence (P37288 whole entry, looked up): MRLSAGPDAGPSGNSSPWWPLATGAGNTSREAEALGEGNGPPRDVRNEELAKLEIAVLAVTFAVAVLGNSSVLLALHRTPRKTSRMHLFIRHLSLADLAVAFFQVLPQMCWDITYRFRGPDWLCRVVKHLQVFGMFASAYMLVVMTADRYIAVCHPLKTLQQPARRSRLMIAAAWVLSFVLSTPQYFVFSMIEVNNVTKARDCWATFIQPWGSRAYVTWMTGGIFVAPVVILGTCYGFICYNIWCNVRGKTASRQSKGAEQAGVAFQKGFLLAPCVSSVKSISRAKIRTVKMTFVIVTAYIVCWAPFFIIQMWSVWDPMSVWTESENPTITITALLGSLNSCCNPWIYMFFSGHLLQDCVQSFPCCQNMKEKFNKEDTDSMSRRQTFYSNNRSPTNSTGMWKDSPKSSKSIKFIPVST
# GPR7 antag = blocks human GPR7 receptor signaling. GPR7-expressing cells, fluorescence antagonist assay. inhibition, % at 4.4 µM. hit rate 1.1% among 290,000. AID 1861; in the data active = inhibition above about 16%, passing the limit was not always enough;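 also: cells stimulated with the agonist NPW; 0% = agonist with vehicle and 100% = vehicle without agonist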
# Target sequence (P48145 whole entry, looked up): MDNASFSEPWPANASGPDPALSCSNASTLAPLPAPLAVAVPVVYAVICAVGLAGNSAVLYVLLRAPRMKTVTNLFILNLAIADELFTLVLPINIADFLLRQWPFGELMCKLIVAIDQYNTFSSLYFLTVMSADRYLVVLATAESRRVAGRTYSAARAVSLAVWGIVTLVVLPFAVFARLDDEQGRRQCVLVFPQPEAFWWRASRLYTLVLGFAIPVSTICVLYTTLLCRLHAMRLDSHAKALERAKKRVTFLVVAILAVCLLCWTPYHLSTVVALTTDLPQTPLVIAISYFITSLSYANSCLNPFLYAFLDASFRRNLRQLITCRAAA
# CHO-K1 Ca ag = nonselective activator or artifact in parental CHO-K1 cells; Fluo-8 calcium fluorescence; scaled to maximal ATP response, vehicle zero; activation, % at 3 µM; hit rate 0.48% among 360,000; AID 602248; in the data active = activation above about 15%;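 also: untransfected CHO-K1 host cells lacking M1 receptor as counterscreen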
# TAAR1 antagonist = human TAAR1 antagonism; Q96RJ0; CHO RD-HGA16 TAAR1, Fluo-8 calcium fluorescence, antagonist; inhibition, % at 3 µM; hit rate 1.5% among 360,000;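 active = inhibition above a per-plate cutoff, the mean inhibition of test compounds on that plate plus 3 SD, cut at about 49% in these data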;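 also: 0% = DMSO plus EC80 beta-PEA response and 100% = DMSO alone without agonist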
# Target sequence (Q96RJ0 whole entry, looked up): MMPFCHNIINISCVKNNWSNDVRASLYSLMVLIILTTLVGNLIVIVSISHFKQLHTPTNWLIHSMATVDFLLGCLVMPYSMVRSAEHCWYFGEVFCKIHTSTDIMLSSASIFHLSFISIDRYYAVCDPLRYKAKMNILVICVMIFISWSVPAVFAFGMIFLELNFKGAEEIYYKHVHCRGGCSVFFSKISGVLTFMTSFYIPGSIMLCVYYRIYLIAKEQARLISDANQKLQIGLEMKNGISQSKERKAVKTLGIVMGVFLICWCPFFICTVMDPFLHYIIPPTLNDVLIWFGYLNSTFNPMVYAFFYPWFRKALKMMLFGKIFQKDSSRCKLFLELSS
#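 Assay system: CHO-derived RD-HGA16 cells stably expressing human TAAR1 plus Gα16. Timing: 140 s kinetic read after compound, 140 s after agonist. Technique: kinetic Fluo-8 calcium fluorescence measurement. Measure: % inhibition of agonist calcium response.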
# An asterisk follows results filed as active; . = no result given. This is a random part of the collection; any-hit rate near 3.5%.
# Below each SMILES – CHO parental Ca	OXTR ag	OXTR potentiator	M1 PAM parental	CHO-K1 Ca antag	V1R ag counter	GPR7 antag	CHO-K1 Ca ag	TAAR1 antagonist
COc1ccc(-c2csc(C(C)(O)c3cccc(F)c3)n2)cc1 (stereo not drawn)
→ .	.	.	13	-13	.	.	0.5	29
C/C(=N\Nc1ccc(C(=O)O)cc1)c1ccc(-n2ccnc2)cc1
→ -6	0.1	-1	6	-6	0.2	-9	0.6	-28
CCOC(=O)C1=C(CN2CCSCC2)NC(=O)NC1c1cc(C)ccc1C (stereo not drawn)
→ -17	-1.3	3	9	-12	-0.8	7	0.3	-2
COc1ccc2[nH]cc(CCNC(=O)c3ccccc3Cl)c2c1
→ 9	0.0	-16	14	-8	2.5	12	2.5	-1
Cc1c(C)c2cccnc2c2ncccc12
→ -13	-2.3	-2	-17	-8	-0.4	.	-0.2	.
N#Cc1nc(Cc2ccccc2)oc1NCCN1CCOCC1
→ 2	1.9	-4	4	-19	1.2	5	0.6	-10
CC1Cc2ccccc2N1C(=O)CN1CCCCC1 (stereo not drawn)
→ -3	1.4	1	19	-5	0.5	-5	3.9	-7
Cc1ccc(-n2nc(C)c3c(C(=O)OCC(=O)N(C)C4CCS(=O)(=O)C4)cc(-c4ccccc4)nc32)cc1 (stereo not drawn)
→ -10	-0.3	-12	-5	8	0.6	-9	-0.4	-14
CCCCCC(=O)NC(NC(=S)NC1CCS(=O)(=O)C1)C(Cl)(Cl)Cl (stereo not drawn)
→ -11	-1.6	-9	-7	-6	-0.2	1	-0.2	1
O=C(Nc1nnc(SCC(=O)N2CCOCC2)s1)C1CC(=O)N(c2ccccc2)C1 (stereo not drawn)
→ -4	0.8	0	4	7	0.1	-6	-0.1	0
O=C(Nc1ccc(F)c([N+](=O)[O-])c1)C1CC(=O)N(Cc2ccccc2)C1 (stereo not drawn)
→ -10	-0.3	-4	11	-6	-0.8	7	0.7	5
CCn1c(SCC(=O)OC)nnc1-c1c[nH]c2ccccc12
→ -4	1.2	-2	19	-11	0.4	-18	1.1	-1
COc1ccc(C(=O)Nc2ccc3ccccc3c2)cc1OC
→ -8	1.9	-7	10	-1	0.7	3	2.0	33
O=C(NNS(=O)(=O)c1ccccc1F)c1sccc1-n1cccc1
→ -4	0.0	-7	23	-8	-0.2	3	0.5	-2
CCN(CC)S(=O)(=O)c1ccc(Cl)c(NC(=O)c2ccc(C#N)cc2)c1
→ -13	-0.3	-4	-8	11	0.6	-12	0.1	-14
Cc1ccnn1CCC(=O)N1CCCC(Nc2ccc(F)c(F)c2)C1 (stereo not drawn)
→ -25	1.3	-17	7	-5	2.7	-1	0.8	-43
CSc1nc(N(C)NC(=O)c2ccc(Cl)cc2)c2ccccc2n1
→ -19	2.5	-21	18	-5	4.8	19	4.2	-1
COC(=O)C1C(=O)c2c(n[nH]c2C)CC1(C)C (stereo not drawn)
→ -10	-0.6	-1	10	5	-0.8	-9	0.1	-3
c1ccc(CSc2ccc(-c3ccco3)nn2)cc1
→ -9	-3.1	-5	12	-2	-0.9	2	0.1	-14
O=C(NNC(=O)c1cnccc1C(F)(F)F)c1ccccc1
→ -6	-0.1	-7	7	16	0.6	-4	16*	-20
O=C1[C@@H]2C(c3cccnc3)=NO[C@@H]2C(=O)N1c1ccc(Br)cc1
→ -9	2.5	2	-5	-1	0.9	-10	12	-12
COc1ccccc1CCNC(=O)Cn1c(=O)oc2ccccc21
→ .	.	.	10	-6	.	-6	1.7	-17
CCOC(=O)Cn1nnc2c(sc3nc4c(c(-c5ccc(Cl)cc5)c32)CCC4)c1=O
→ -26	-0.2	-3	19	-6	0.6	1	0.4	-7
CSc1cccc(NC(=O)c2ccccn2)c1
→ -8	-1.8	-16	.	.	-0.8	-10	.	.
O=C(NC(=S)NCc1ccccc1)c1cccnc1
→ -5	0.2	-2	20	-13	1.4	5	0.7	-7
Cc1cc(NS(=O)(=O)c2ccc(NC(=O)COc3ccccc3C(C)(C)C)cc2)no1
→ -8	-1.4	-4	-7	-10	-0.5	-21	-0.9	-18
O=C(COC(=O)c1ccc[n+]([O-])c1)Nc1ccccc1OC(F)F
→ -5	1.4	-6	3	-9	0.1	.	0.5	-12
CCOC(=O)C1CCN(C(=O)c2ccc3c(Cl)c4c(nc3c2)CCCC4)CC1
→ -38	-1.2	5	-21	2	-0.8	8	-0.5	-20
Cn1c(N)c(C(=O)c2ccc(C#N)cc2)c(=O)n(C)c1=O
→ -7	0.0	-6	6	3	1.6	-14	-0.2	-1
CCOc1ccc(CCN2C(=O)C3C4CCC(O4)C3C2=O)cc1OCC (stereo not drawn)
→ -16	0.0	-2	9	-16	1.1	.	0.3	-12

# Below each SMILES – CHO parental Ca	OXTR ag	OXTR potentiator	M1 PAM parental	CHO-K1 Ca antag	V1R ag counter	GPR7 antag	CHO-K1 Ca ag	TAAR1 antagonist
COc1ccc(C(C)(C)C)cc1NC(=O)c1ccoc1C
→ -8	-2.3	-12	2	-10	-0.9	-9	-0.5	-3
CN(C)c1ccc(/C=N/NC(=O)C(O)(c2ccccc2)c2ccccc2)o1
→ -13	0.8	-5	-3	9	0.9	-3	0.3	-1
Cc1ccc(NC(=S)NC(=O)C2CC2)c(C)c1
→ 1	-1.3	2	-6	-1	-0.1	-15	-0.1	-28
C=CCn1c(SCCC)nc(O)cc1=O
→ -14	48*	-12	-4	-7	70*	-3	0.9	-17
Cc1cc(NC(=O)c2ccccc2)n(C(C)(C)C)n1
→ -24	0.7	-12	7	-4	1.7	-15	0.7	-24
CCC1Nc2ncnc(N3CCc4ccccc4C3)c2N(Cc2ccc(Cl)cc2)C1=O (stereo not drawn)
→ -19	-1.4	-9	4	-19	0.7	.	-0.4	-1
O=C(Nc1cccnc1)c1ccc2ccccc2c1O
→ -6	4.1	-12	4	-3	2.8	-2	1.8	14
NS(=O)(=O)c1ccc(CNC(=O)c2csc3c2CCCC3)cc1
→ -20	-0.7	-10	19	0	0.8	-4	1.0	-8
O=C(COC(=O)c1cc(=O)[nH]c2ccccc12)NCc1cccs1
→ -11	-0.2	0	-17	-6	0.7	-2	0.1	-15
C(=N\N1CCN(c2ccccn2)CC1)/c1ccco1
→ -7	1.3	2	18	-3	0.8	0	1.1	5
Cc1cc2c(cc1S(=O)(=O)NC1CCCCC1C)OCC(=O)N2 (stereo not drawn)
→ 4	0.8	-7	-7	-10	0.1	-8	1.1	-14
O=C(O)c1ccccc1COc1ccccc1Cl
→ -9	0.6	-4	16	-15	-0.5	-2	0.6	9
COC(=O)c1ccc(-n2c(C)cc(/C=N/Nc3nc(C)cc(=O)[nH]3)c2C)cc1
→ 7	-0.3	-6	14	-11	0.2	-8	0.1	10
O=C(CNc1ccccc1F)N/N=C/C1CC=CCC1 (stereo not drawn)
→ -7	0.3	-3	15	-12	-0.3	-11	7.5	-10
CCN(CC)C(C(=O)NC1CCCCC1)c1ccc(C)cc1 (stereo not drawn)
→ -16	-1.3	-9	7	-3	-0.6	6	0.2	-18
O=C1c2ccccc2C(=O)N1CC1c2ccccc2CCN1C(=O)N1CCOCC1 (stereo not drawn)
→ -4	0.0	-4	9	-4	0.6	-1	0.8	.
O=C(COC(=O)c1nc(Cl)ccc1Cl)NC1CCS(=O)(=O)C1 (stereo not drawn)
→ -4	0.6	-10	10	0	0.5	.	0.0	-12
C[C@H](NC(=O)c1ccco1)C(=O)NCCc1ccc(S(N)(=O)=O)cc1
→ 1	0.8	3	11	-16	1.5	-7	2.0	-20
COc1ccccc1NC(=O)CCN1C(=O)C2CC=C(Cl)CC2C1=O (stereo not drawn)
→ -14	-0.7	-3	3	-19	-0.1	-9	0.4	-6
COc1ccc(NC(=O)c2cc([N+](=O)[O-])ccc2N2CCCC2)cc1S(N)(=O)=O
→ .	.	.	9	-8	.	.	1.1	-16
CCNC(=O)NC(=O)c1csc([N+](=O)[O-])c1
→ -14	1.7	-3	13	-7	1.8	-5	2.9	-21
O=C(CCCC(=O)N1CCCC1)N1CCCC1
→ -9	0.2	1	1	-5	0.7	-20	0.3	-9
CN(C)c1cc(-c2ccccc2)nc(-c2ccccc2)n1
→ -8	-0.1	-2	-5	-2	0.3	-23	0.2	0
COc1cc(/C=N/NC(=O)Cn2cnc3c2c(=O)n(C)c(=O)n3C)ccc1O
→ 6	0.8	-4	2	-9	1.2	-9	1.3	-20
CN1c2ccccc2N(C)C1(C)c1ccccc1
→ -8	2.5	-1	25	-4	1.2	-11	2.1	14
Cc1ccc(N2C(=O)N(CC(=O)Nc3cc(Cl)ccc3C)C(=O)C2C)cc1 (stereo not drawn)
→ -18	14	-17	16	-7	15	.	12	19
CCc1ccc([C@H]2[C@@H]3C(=O)C[C@@H]4C(=O)N(CC)C(=O)[C@@H]4[C@@H]3CN2S(=O)(=O)c2ccc(C)cc2)cc1
→ .	.	.	23	-5	.	.	0.1	-8
O=C(Nc1cccnc1)c1ccc2c(c1)C(=O)N(Cc1cccnc1)C2=O
→ -11	1.1	1	6	-9	0.2	1	2.1	7
COc1cccc(NC(=O)CN(C)C(C)C(=O)Nc2ccc(C#N)cc2)c1 (stereo not drawn)
→ 9	-0.1	-6	4	-2	-0.9	5	1.7	-4
COc1ccc([N+](=O)[O-])cc1NC(=S)NC(NC(C)=O)C(Cl)(Cl)Cl (stereo not drawn)
→ -6	0.1	-7	17	-6	0.7	-5	9.3	-11

# Below each SMILES – CHO parental Ca	OXTR ag	OXTR potentiator	M1 PAM parental	CHO-K1 Ca antag	V1R ag counter	GPR7 antag	CHO-K1 Ca ag	TAAR1 antagonist
COc1cc(/C=C2\SC(=Nc3ccc(O)cc3)NC2=O)cc(OC)c1OC
→ -9	0.0	0	.	.	-0.4	-1	.	-8
COc1ccc(OCc2cn(CC(=O)c3ccc(O)cc3)nn2)cc1
→ .	.	.	21	-11	.	.	0.4	-4
COc1cc(C(=O)N/N=C(\C)c2ccc(NC(=O)Cc3ccccc3)cc2)ccc1O
→ .	.	.	8	-3	.	-6	2.9	-6
CC1CCN(S(=O)(=O)c2ccc(NC(=O)CNC3CCCCC3)cc2)CC1
→ -11	1.5	-1	13	13	0.5	-1	1.9	-11
Cn1nc(C(=O)NCCOc2ccccc2)c2ccccc2c1=O
→ -4	-0.3	-6	-6	3	0.1	-9	1.1	-11
COCCCNC(=O)CCc1c(C)nc2c(c(C)nn2-c2ccc(C)cc2)c1C
→ .	.	.	6	-5	.	8	3.6	-17
CCN(CC)C(=O)Cn1cnc2sc(C(=O)N3CCN(c4ccc(F)cc4)CC3)c(C)c2c1=O
→ 1	0.2	-16	25	-5	1.6	-21	1.7	9
